Screening results: PubChem, several laboratories
ABHD5-PLIN5 inh – blocks binding of human ABHD5 to perilipin-5; inhibition, % at 4 µM; hit rate 0.78% among 360,000; Q00G26+Q8WTS1; Split G. princeps luciferase complementation, luminescence, 4 h; AID 602281;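 active = inhibition above the mean inhibition across every tested compound plus 3 SD, cut at about 22% in these data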;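 note: 0% = DMSO only wells and the 100% control is not disclosed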
Cardio protect – myocardial damage modulation in H9c2 cells | AID 588492 | H9c2 cardiomyocytes, H2O2 injury protection, ATPLite, 2 h | protection from H2O2 cell death, % at 20 µM | hit rate 0.63% among 360,000;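 active = compounds giving at least 50% protection of heart cells from peroxide-induced death in the single-dose screen, raw or plate-pattern-corrected value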;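 note: 0% = DMSO wells with peroxide and 100% = DMSO wells without peroxide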
MC4R antag cAMP – blocks human MC4R cAMP signaling | hit rate 0.48% among 360,000 | AID 540295 | P32245 | inhibition, % at 6.5 µM | MC4R-expressing cells, MTII-stimulated cAMP, LANCE TR-FRET;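 active = inhibition above its plate's cutoff, the mean of tested wells on that plate plus 3 SD, cut at about 29% in these data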;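 note: 0% = Melanotan II alone and 100% = Melanotan II plus saturating MCL0020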
Target sequence (P32245 whole entry, looked up): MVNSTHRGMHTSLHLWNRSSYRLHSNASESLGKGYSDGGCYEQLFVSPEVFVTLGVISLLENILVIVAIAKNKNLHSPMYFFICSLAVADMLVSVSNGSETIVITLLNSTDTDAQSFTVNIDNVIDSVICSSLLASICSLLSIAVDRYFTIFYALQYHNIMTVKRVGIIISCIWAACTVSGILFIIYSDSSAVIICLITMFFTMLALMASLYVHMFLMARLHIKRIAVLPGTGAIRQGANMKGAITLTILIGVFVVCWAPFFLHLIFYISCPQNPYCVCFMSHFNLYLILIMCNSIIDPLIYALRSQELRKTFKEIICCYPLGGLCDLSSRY
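System: U2OS-MC4R stable cell line; Technique: Eu-cAMP/anti-cAMP TR-FRET, emission 671 nm; Repeats: single well per compound; Also added: Melanotan II; Dosing: one concentration, 6.5 µM nominal; Schedule: 30-min compound, 1-h challenge, 1-h detection, room temperature.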
ABCB6 inh MLPCN – human ABCB6 transporter inhibition | hit rate 0.19% among 360,000 | fluorescence ratio to DMSO, % at 10 µM | K562-ABCB6 porphyrin accumulation, flow cytometry, 1 h; active compounds read low;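 active = fluorescence ratio to DMSO below 75%, the collection mean minus 3 SD; inconclusive = too few cells collected in the well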;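 note: signal is porphyrin accumulated inside mitochondria; 100% equals median channel fluorescence of DMSO control wells; lower ratio means ABCB6 inhibition with less porphyrin fluorescence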
m5-HT2A agonist – activates the mouse 5-HT2A serotonin receptor | activation, % at 7.6 µM | hit rate 0.66% among 360,000 | AID 624169 | CHO-K1 mHTR2A beta-arrestin complementation, luminescence; percent of 30 µM serotonin response;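 active = activation above a run cutoff, the mean activation of all tested compounds plus 3 SD, cut at about 14% in these data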;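 note: 0% = plate median of compound wells and 100% = 30 µM serotonin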
Target sequence (P35363 whole entry, looked up): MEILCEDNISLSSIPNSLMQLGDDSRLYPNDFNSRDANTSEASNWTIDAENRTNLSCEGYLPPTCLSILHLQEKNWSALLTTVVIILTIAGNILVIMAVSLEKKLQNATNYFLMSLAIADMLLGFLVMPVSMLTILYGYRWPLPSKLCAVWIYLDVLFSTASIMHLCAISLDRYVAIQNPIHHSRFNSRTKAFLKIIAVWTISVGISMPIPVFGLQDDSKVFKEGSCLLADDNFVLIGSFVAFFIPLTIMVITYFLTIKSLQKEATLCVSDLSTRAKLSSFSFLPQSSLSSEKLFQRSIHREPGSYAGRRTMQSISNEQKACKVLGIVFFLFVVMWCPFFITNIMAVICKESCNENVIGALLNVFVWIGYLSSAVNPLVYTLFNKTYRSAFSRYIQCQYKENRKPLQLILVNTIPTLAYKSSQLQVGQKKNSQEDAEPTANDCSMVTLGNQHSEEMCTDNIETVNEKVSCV
Granule exo inh – blocks lytic granule exocytosis | TALL-104 LAMP-1 surface exposure, flow cytometry; cells stimulated with thapsigargin and PMA | inhibition, % at 10 µM | hit rate 0.66% among 360,000 | AID 651702;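 active = inhibition above about 55%, limit read from the data; inconclusive = no clear call, values can overlap the other calls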
Glyco luc inh – N-linked glycosylation inhibition; D54 ERlucT glycosylation luciferase reporter, 24 h; percent of 100 nM tunicamycin response; reporter increase, % at 12.5 µM; hit rate 0.23% among 360,000; AID 588692;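 active = mean luciferase reporter signal, scaled so untreated is 0 and the glycosylation-blocking control 100, at or above a set limit in every replicate; inconclusive = mean reaches the limit but not every replicate does; inactive = mean below the limit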;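 note: luciferase carries N-glycosylation sites so blocking glycosylation raises the light; 0% = median of neutral control wells and 100% = median of 100 nM tunicamycin wells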
PDI turbidity – inhibitors of human protein disulfide isomerase | P07237 | PDI insulin aggregation turbidity, A650, 90 min | inhibition, % at 10 µM | hit rate 0.052% among 350,000;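 active = mean inhibition across replicates of 30% or more, whatever share of single replicates reach that level; inconclusive = mean inhibition below 30% while every single replicate reaches 30%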;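 note: absorbance from insulin aggregation driven by PDI reduction with DTT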
CaV13 ICDI inh – Primary screen for inhibitors of IQ motif and Ca2+-dependent inactivation inhibitor domain binding in CACNA1D, Förster resonance energy transfer in living cells, …; HEK cells, CFP/YFP FRET ICDI-IQ, plate reader, 10 min; percent FRET-ratio fall versus neutral wells; inhibition, % at 12.3 µM; hit rate 0.098% among 340,000; AID 743397;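 active = mean replicate inhibition of at least 30% and at least 1% of replicates passing that level; inconclusive = only one of the two criteria is met; inactive = neither criterion is met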;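 note: 0% = median of the neutral control wells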
MC4R ag barr – human MC4R agonism via beta-arrestin; U2OS MC4R beta-arrestin complementation, luminescence; percent of melanotan II response, DMSO zero; P32245; hit rate 0.98% among 360,000; AID 540308; activation, % at 8.9 µM;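 active = activation above a per-plate cutoff, the mean activation of sample wells on that plate plus 3 SD, cut at about 8% in these data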
An asterisk follows results filed as active; ? = inconclusive; . = not tested or not shown. The order is random, and some 4.2% of all compounds hit somewhere here.

Preview:
cpd	smiles	ABHD5-PLIN5 inh	Cardio protect	MC4R antag cAMP	ABCB6 inh MLPCN	m5-HT2A agonist
1	O=C(CNC(=O)c1ccco1)NCC(=O)OCc1ccccc1Cl	1	1	-3	95	4
2	Cc1ccc(S(=O)(=O)NN=C(c2ccccc2)c2cccs2)cc1	-5	2	-2	95	-13
3	COc1cc(NC(=S)NN2CCOCC2)cc(OC)c1	0	-2	1	99	5

cpd	Granule exo inh	Glyco luc inh	PDI turbidity	CaV13 ICDI inh	MC4R ag barr
1	13	-2	-7	-7	-1.8
2	6	-1	1	-6	-0.8
3	-2	2	-1	-5	-0.8

All compounds of this part, from the start:
cpd	smiles	ABHD5-PLIN5 inh	Cardio protect	MC4R antag cAMP	ABCB6 inh MLPCN	m5-HT2A agonist
1	O=C(CNC(=O)c1ccco1)NCC(=O)OCc1ccccc1Cl	1	1	-3	95	4
2	Cc1ccc(S(=O)(=O)NN=C(c2ccccc2)c2cccs2)cc1	-5	2	-2	95	-13
3	COc1cc(NC(=S)NN2CCOCC2)cc(OC)c1	0	-2	1	99	5
4	Cc1cccc(CN2C(=O)N/C(=C/c3cc(C)n(-c4cc(C)ccn4)c3C)C2=O)c1	5	-2	1	120	-4
5	O=C(COC(=O)c1cccc(Br)c1)Nc1cccc2c1C(=O)c1ccccc1C2=O	15	-7	1	103	4
6	N#Cc1ccc(OCC(=O)OCC(=O)NC2CC2)cc1	3	4	7	99	1
7	C/C(=N\Nc1cc(N2CCOCC2)ncn1)c1cccc([N+](=O)[O-])c1	0	23	7	92	-2
8	CC(C)Cc1nnc(NC(=O)C2CCN(C(=O)c3ccc(F)cc3)CC2)s1	-2	-10	6	96	0
9	Cc1cc(C)c2c(N)c(C(=O)NN)sc2n1	1	6	3	99	1
10	O=C(N/N=C/c1ccsc1)C1CC1	-1	-18	6	95	-6
11	CCOC(=O)c1[nH]c2ccc(OC)cc2c1NS(=O)(=O)c1ccc(OC)cc1OC	1	11	4	102	0
12	O=C(Nc1ccc(F)cc1)C1CCN(S(=O)(=O)c2cccs2)CC1	-3	2	7	91	3
13	CC12CCC(=O)C=C1CCC1C2CCC2(C)C1CC1C3C(=O)N(Cc4ccccc4)C(=O)C3CC(=O)C12 (centres undefined)	-4	24	2	95	-1
14	NS(=O)(=O)c1ccc(CCNC(=O)C2CCN(S(=O)(=O)c3ccc(Br)s3)CC2)cc1	1	-6	-3	99	0
15	COc1cc(C(=O)NCCC2=CCCCC2)cc(OC)c1OC	5	0	9	101	-1

cpd	Granule exo inh	Glyco luc inh	PDI turbidity	CaV13 ICDI inh	MC4R ag barr
1	13	-2	-7	-7	-1.8
2	6	-1	1	-6	-0.8
3	-2	2	-1	-5	-0.8
4	9	-3	6	.	-0.5
5	-4	?	0	-3	22*
6	-16	-2	4	-6	-0.9
7	4	16	2	-19	0.0
8	5	0	-4	-7	-3.4
9	0	-1	-5	-16	1.0
10	-7	2	-1	-4	-4.9
11	-4	-3	7	-5	-0.7
12	-3	-3	0	-4	0.6
13	4	0	6	-8	0.0
14	-1	3	-1	-3	-1.7
15	0	1	2	-6	-0.8

More structures.
cpd	smiles	ABHD5-PLIN5 inh	Cardio protect	MC4R antag cAMP	ABCB6 inh MLPCN	m5-HT2A agonist
16	CC1CCN(Cc2cc(=O)oc3cc(O)c(Cl)cc23)CC1	-7	5	14	99	3
17	O=C(CSc1ncc(C(F)(F)F)cc1Cl)N1CCN(S(=O)(=O)c2ccc(Cl)cc2)CC1	-7	-10	5	101	-2
18	C=CC(=O)N1C/C=C\C(c2ccc(OC)cc2)N(Cc2ccc(F)cc2)C(=O)C1 (centres undefined)	-4	3	6	100	5
19	CCN(CC)CCCn1c2c(c(SCC(=O)Nc3cc(OC)cc(OC)c3)nc1=O)CCC2	-7	7	6	89	-8
20	Cc1ccnc(NS(=O)(=O)c2ccc(NS(=O)(=O)c3ccc(Br)cc3)cc2)n1	-3	4	17	91	-1
21	CCOc1ccc(N=C2NC(=O)S/C2=C\c2ccc(N(C)C)cc2)cc1	4	-8	-2	162	-2
22	CS(=O)(=O)c1ccc2nc(NC(=O)C3COc4ccccc4O3)sc2c1 (centres undefined)	1	8	6	97	3
23	O=S(=O)(N[C@H](CO)c1ccccc1)c1ccc(Br)cc1F	5	10	0	99	-2
24	CC(=O)NC(Cc1ccccc1F)C(=O)NC1CCN(C(=O)c2cnccn2)CC1 (centres undefined)	-4	0	-3	107	3
25	C/C(CC(=O)NCc1ccc(F)cc1)=N\NC(N)=S	-4	5	5	104	1
26	CCOc1cccc(=O)c2c(C)oc(C)c12	9	1	-10	104	3
27	CC1(C(=O)Nc2ccc3c(c2)OCCO3)CN(S(C)(=O)=O)CC(=O)N1CCc1ccc(O)cc1 (centres undefined)	-2	.	.	.	-2
28	NC(c1ccccc1)c1csc(Nc2ccc(C(=O)NCCCO)cn2)n1 (centres undefined)	2	-6	18	93	3
29	CCOc1cc(C2C(C(=O)c3ccco3)=C(O)C(=O)N2Cc2ccccc2)ccc1O (centres undefined)	2	7	-4	101	3
30	Cc1cc(Br)cn2c(Cc3ccccc3)c(-c3cccc(Br)c3)nc12	-7	-2	.	101	2

cpd	Granule exo inh	Glyco luc inh	PDI turbidity	CaV13 ICDI inh	MC4R ag barr
16	2	0	-7	5	2.4
17	1	0	17	.	5.2
18	-6	0	0	-3	-1.4
19	-3	-4	9	-5	-1.7
20	-5	2	0	-4	1.5
21	1	-2	-2	-6	1.6
22	-3	-2	-3	.	1.3
23	-3	-1	-4	-7	1.3
24	0	4	6	-8	-0.8
25	-1	1	24	-5	-2.5
26	-3	0	-3	-10	1.4
27	0	.	.	-6	.
28	0	-10	11	-6	-1.8
29	-8	0	-17	-5	-1.6
30	10	-2	.	-3	.

Other structures follow:
cpd	smiles	ABHD5-PLIN5 inh	Cardio protect	MC4R antag cAMP	ABCB6 inh MLPCN	m5-HT2A agonist
31	CC(=O)NNC(=O)c1cc2sccc2s1	6	6	13	98	-2
32	Cc1ccc(S(=O)(=O)N[C@H](C(=O)OCn2nnc3ccccc3c2=O)C(C)C)cc1	-2	-3	4	97	-2
33	CC1(C)Cc2c(sc3nc(-c4ccccc4)n(N)c(=O)c23)CO1	1	-2	-3	93	-2
34	Cc1ccc(-c2c[n+]3c(n2-c2ccccc2)CCC3)cc1	5	-14	-4	92	3
35	CS(=O)(=O)N(CC(=O)Nc1ccc2c(c1)OCO2)c1ccc2c(c1)OCO2	0	0	7	92	-4
36	CSc1nc2nc3c(cc2c(=O)n1-c1ccccc1)COC(C)(C)C3	0	3	19	98	-2
37	Cn1ccnc1SC(=O)N1c2ccccc2Sc2ccccc21	-4	5	0	98	-2
38	COc1ccc(S(=O)(=O)N2CCOCC2)cc1C(=O)NCC(c1ccco1)N1CCCC1 (centres undefined)	3	-1	7	99	0
39	COc1ccc(C(CNC(=O)CSc2ccccc2)N2CCOCC2)cc1 (centres undefined)	4	6	-3	95	0
40	CNC(=O)c1cc(NC(=O)N(CCC#N)CCN(C(=O)NC(Cc2ccccc2)C(=O)NC(CC(C)C)C(=O)NC)c2ccccc2)ccc1OC (centres undefined)	-10	1	-1	102	-2
41	CC(C)(C)c1ccc(Oc2ccc(N)cc2)cc1	-19	-17	0	96	-3
42	Cc1ccc(NC(=O)Cn2nnc(C(=O)NCc3cccs3)c2N)cc1Cl	-1	-11	1	98	1
43	CCCc1nnc(NC(=O)CCS(=O)(=O)Cc2ccccc2)s1	-3	3	4	96	1
44	CCOc1[nH]c(/N=C/c2ccco2)c(C#N)c1C#N	1	0	1	104	-3
45	C/C(=C/C(=O)O)C(=O)Nc1cccc(C(F)(F)F)c1	1	2	-3	99	5

cpd	Granule exo inh	Glyco luc inh	PDI turbidity	CaV13 ICDI inh	MC4R ag barr
31	4	0	4	-5	-1.5
32	-4	-2	-10	.	-2.0
33	-7	2	-3	-5	-1.6
34	5	1	-9	-1	1.0
35	-3	2	-3	-6	-0.9
36	0	-2	-3	-3	-0.6
37	-1	-1	13	.	-2.6
38	25	1	1	-2	-0.9
39	-4	-1	2	-12	-0.6
40	-2	1	-7	-5	1.5
41	-1	-6	-6	-2	0.3
42	-1	-3	5	-2	-1.4
43	-3	-8	-16	-4	0.1
44	4	2	-1	-4	-1.9
45	-1	2	12	3	-1.4

An excerpt from above in order of their number in m5-HT2A agonist, lowest first.
nr	smiles	ABHD5-PLIN5 inh	MC4R antag cAMP	ABCB6 inh MLPCN	m5-HT2A agonist	Granule exo inh	Glyco luc inh	PDI turbidity	CaV13 ICDI inh	MC4R ag barr
41	CC(C)(C)c1ccc(Oc2ccc(N)cc2)cc1	-19	0	96	-3	-1	-6	-6	-2	0.3
40	CNC(=O)c1cc(NC(=O)N(CCC#N)CCN(C(=O)NC(Cc2ccccc2)C(=O)NC(CC(C)C)C(=O)NC)c2ccccc2)ccc1OC (centres undefined)	-10	-1	102	-2	-2	1	-7	-5	1.5
39	COc1ccc(C(CNC(=O)CSc2ccccc2)N2CCOCC2)cc1 (centres undefined)	4	-3	95	0	-4	-1	2	-12	-0.6

(continued)
cpd	smiles	ABHD5-PLIN5 inh	Cardio protect	MC4R antag cAMP	ABCB6 inh MLPCN	m5-HT2A agonist
46	O=C1C=C(c2cccc(Cl)c2O)C[C@@H](c2ccc(F)cc2)C1	-6	-6	16	92	7
47	Cc1ccc(C2N(c3ccc(Cl)c(Cl)c3)C(=O)C3CCCN32)o1 (centres undefined)	3	2	6	95	5
48	Cc1cc(C)n(CC(C)NC(=O)CCc2nnc(CCc3ccccc3)o2)n1 (centres undefined)	-5	2	6	99	3
49	CN(C(=O)Nc1cnccc1C(F)(F)F)C1CCCCC1	-13	-3	0	98	-3
50	O=C1CCC(C(=O)N2CCCCO2)CN1CCc1ccccc1 (centres undefined)	-11	-2	4	102	-2
51	c1cc(-c2cnc3cccnn23)c2cccnc2c1	5	0	-1	97	5
52	COc1ccc([C@@H]2CC=C(C(=O)O)[C@H](c3cccc(Cl)c3)N2S(=O)(=O)c2ccccc2C)cc1	-1	7	18	101	0
53	O=C(CCn1cccc(C(F)(F)F)c1=O)Nc1cccc(C(F)(F)F)c1	5	-6	2	99	-4
54	COc1ccc(NC(=O)c2ccc(C(=O)c3ccccc3)o2)cc1	-1	-5	-4	95	0
55	Cc1ccc(C(=O)O)cc1NC(=O)CCc1ccccc1	3	-3	4	105	2
56	CC(C)N1CCN(Cc2coc3ccccc3c2=O)CC1CCO (centres undefined)	0	6	21	100	-1

cpd	Granule exo inh	Glyco luc inh	PDI turbidity	CaV13 ICDI inh	MC4R ag barr
46	3	-1	-4	-5	2.9
47	9	-2	-3	-5	-2.7
48	-1	0	-5	-2	-0.4
49	-12	1	15	-5	-0.3
50	-1	1	13	-8	-3.5
51	-7	-10	-5	-6	2.7
52	10	2	3	-5	-1.2
53	-1	4	2	-21	1.0
54	-1	-3	1	-4	-1.4
55	10	-1	-5	-4	0.3
56	-1	2	-4	-6	0.9
